Source: PubChem BioAssay
AT treatment = qHTS Assay for Identifying a Potential Treatment of Ataxia-Telangiectasia; actives 0.19% (n = 320,000); Potency, µM (top dose mostly 57.5 µM), for the others: top-dose activation, hits mostly activators; […] A-T fibroblasts, KAP-1 phosphorylation AlphaLISA; neocarzinostatin DNA damage 30 min before lysis; also: potency is read from the fitted curve at half-maximal effect; % of control where 0% means no effect; nearly all actives have a fitted effect of over 45% in size
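hTERT-immortalized A-T patient fibroblasts ([…]), 500 cells/well in OPTI-MEM, 1% FBS, got compounds for 60 min, then NCS for 30 min at 37C. Lysates were then assayed for phospho-KAP-1 by AlphaLISA (anti-pKAP1 donor, anti-KAP1 acceptor beads), 6 hr at 25C.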
GALK inhibitor = qHTS Assay for Inhibitors of Human Galactokinase (GALK); P51570; Purified GALK, Kinase-Glo residual ATP luminescence; Potency, µM (series often up to 57.5 µM), for inactives: at the top dose activity change, negative = inhibition, most hits filed as inhibitors; actives 0.007% (n = 270,000); AID 1868, 2009; also: potency is read from the fitted curve at half-maximal effect; % is scaled to controls: 0 for no effect and ±100 for the full control effect
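Compounds were pin-transferred into ATP buffer (35 uM final), then GALK plus galactose (5 nM, 100 uM final) was added. After 1 h at room temperature, Kinase-Glo Plus was added and luminescence read after 10 min.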
hERG WT inh = qHTS for Inhibitors of KCHN2 3.1: Wildtype qHTS | Voltage-gated inwardly rectifying potassium channel KCNH2 (Homo sapiens), Q12809 | U2OS, BacMam KCNH2, thallium flux FluxOr; active compounds read low | activity change, % at 1.84 µM | actives 0.37% (n = 340,000) | AID 720551, 2013;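 active = maximum activity change below -70%; inconclusive = maximum activity change between -70% and -50%; inactive = maximum activity change above -50%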; also: % is scaled to controls: 0 for no effect and ±100 for the full control effect
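U2OS cells were transduced with wild-type KCNH2 virus (2.03 x 10^8 / mL) for 4 h at room temperature, then cultured overnight at 37 C. Thallium flux was read with FluxOr dye. Rate constants were normalized to DMSO controls.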
Tb PFK block = qHTS Assay to Find Inhibitors of T. brucei phosphofructokinase | T. brucei PFK, ADP-Glo luminescence | Potency, µM (series often up to 57.5 µM), for the others: at the top dose activity, negative = inhibition, most hits filed as inhibitors | actives 0.17% (n = 330,000);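 also: potency is read from the fitted curve at half-maximal effect; 0% = uninhibited 1x PFK enzyme wells and -100% = no-enzyme wells; nearly all actives have a fitted effect of over 60% in size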
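Compounds were pin-transferred as a titration series up to 57 uM into substrate buffer (0.5 mM F6P, 0.1 mM ATP, pH 8.0), then 1.25 nM PFK was added and reactions ran 45 min before ADP-Glo detection.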
Giardia killer = Small Molecules that selectively kill Giardia lamblia: qHTS; Giardia lamblia trophozoite viability; activity change, % at 7.66 µM, hits read low; actives 0.15% (n = 340,000); AID 540267, 2011; in the data active = activity change below about -80%; inconclusive = between about -30% and that limit;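 also: parasites exposed to compound for two days anaerobically before the ATP read; % is scaled to controls: 0 for no effect and ±100 for the full control effect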
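Anaerobic 48 hrs incubation at 37 deg C of 100 trophozoites/well with test compounds; ATPLite 1-Step luminescence, 15-30 min RT, reports cellular ATP as viability.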
BCR signal inh = qHTS Assay to Find Inhibitors of Chronic Active B-Cell Receptor Signaling. actives 0.05% (n = 340,000). Potency, µM (doses to about 46.1 µM), for inactives: at the highest dose ratio change, negative = lower green/red ratio, most hits filed as inhibitors. ABC-DLBCL IkBa-CBG/CBR reporter, luminescence ratio, 4 h; active = well fitted inhibition curve with a large enough effect in the signal ratio, with a control signal flat, not every such curve was filed as active; inconclusive = small, poorly fitted or top-dose-only effect, or effect the other way, or a change in a side signal; the % refers to the signal ratio;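 also: potency is read from the fitted curve at half-maximal effect; plate controls were basal doxycycline-induced cells for no effect and cells given 10 µM MG132 for full effect; MG132 reads +100%, hits lower the ratio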
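TMD8 ABC-DLBCL cells carrying doxycycline-inducible green luciferase fused to IkappaBalpha plus unfused red luciferase were exposed to compounds (up to 46 uM) for 4 hrs at 37C. Activity came from the overlap-corrected green/red luminescence ratio.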
TCR act = Activators of T cell receptors: qHTS campaign | primary human leukocytes, anti-CD3, IL-2 HTRF, 48 h | Potency, µM (top dose mostly 9.22 µM), without a hit: at the highest dose activation of IL-2 secretion, hits mostly activators | 330,000 tested, under 10 active; also: % of control where 0% means no effect
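Primary human leukocytes incubated 48 hr with anti-CD3 beads plus compound, without co-stimulation. Secreted IL-2 measured by HTRF (europium cryptate/d2 anti-IL-2 pair, 320 nm excitation, 665 nm emission).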
FBPA coupling cs = qHTS Assay for Inhibitors of Fructose-1,6-bisphosphate Aldolase from Giardia Lamblia: Coupling assay counterscreen | coupling enzyme system counterscreen, AmpLite Red fluorescence | activity change, negative = inhibition, % at 58.2 µM, hits read low | actives 0.67% (n = 290,000); in the data active = activity change below about -30%; also: % is scaled to controls: 0 for no effect and ±100 for the full control effect
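Counterscreen of the coupled detection system alone, without aldolase: glyceraldehyde-3-phosphate coupling enzymes plus AmpLite Red readout. Compounds at 57.5 uM final, 10 min RT preincubation, 20 min RT reaction, fluorescence 525/598 nm.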
CXXC DNA block = qHTS Fluorescence Polarization Assay for Inhibitors of MLL CXXC domain - DNA interaction. MLL-CXXC / FITC-HOXA9 DNA fluorescence polarization. Potency, µM (doses to about 115 µM), for the others: at the highest dose activity change, negative = inhibition, usual class: inhibitors. actives 0.037% (n = 290,000). Histone-lysine N-methyltransferase 2A (Homo sapiens), Q03164; active = well fitted inhibition curve with a large enough effect in the polarisation, with a control signal flat, not every such curve was filed as active; inconclusive = small, poorly fitted or top-dose-only effect, or effect the other way, or a change in a side signal; inactive = no such curve, though single readings can be large or run the other way; the % refers to the polarisation; also: potency is read from the fitted curve at half-maximal effect
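Steps: dispense CXXC domain solution (7 uM) → pin compounds or unlabeled HOX-A9 DNA control → 5 min ambient → add FLSN-HOX-A9 solution (50 nM) → spin → 30 min ambient → fluorescence polarization. Tris pH 7.5/NaCl/DTT/BSA buffer.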
TSHR antag = Antagonists of the Thyroid Stimulating Hormone Receptor: HTS campaign; TSHR-expressing cells, TSH-stimulated cAMP HTRF, 2 h; active compounds read low; AID 504810, 2011; activity change, negative = inhibition, % at 11.5 µM; actives 0.2% (n = 330,000); Thyrotropin receptor (Homo sapiens), P16473;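 active = activity change below a set negative limit, meaning inhibition stronger than a set level, cut at about -70% in these data; inconclusive = activity change between two set negative limits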; also: % is scaled to controls: 0 for no effect and ±100 for the full control effect
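Competitive HTRF cAMP read-out (cryptate anti-cAMP antibody, cAMP-d2; 30 min, room temperature) in freshly harvested TSHR cells. Compounds added before TSH at EC80 (4nM final), followed by 2 hours' incubation at 37 deg C.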
Starred values were filed as active, the others as inactive; ? = inconclusive; nt = not tested or not shown; [ ] = dose if it differs, or a comment. Unless noted, calls follow the shape of the dose curve; as a rule, active = well fitted curve in the direction sought with a large enough effect; inconclusive = small, poorly fitted or top-dose-only effect, or another doubt; inactive = no such curve, though single readings can be large; an effect the other way counts as inactive or inconclusive. No enrichment for hits. About 1.6% of those tested had a hit in this group.

mol	AT treatment	GALK inhibitor	hERG WT inh	Tb PFK block	Giardia killer	BCR signal inh	TCR act	FBPA coupling cs	CXXC DNA block	TSHR antag
COc1ccc(CCNC(=S)Nc2ccc(C(C)C)cc2)cc1	-1%	6%	2	-3%	-1	2%	-2%	0	-6%	-8
CC(C)(C)c1cc(NC(=O)c2cccnc2)no1	-8%	6%	2	0%	-16	1%	-8%	2	5%	8
Cc1cc(N2CCCC2)nc2ccc(NC(=S)NCCCOC(C)C)cc12	0%	7%	21	-2%	-8	3%	2%	-1	12%	-3
CCOc1ccc(N2CC(C(=O)N/N=C/c3sccc3C)CC2=O)cc1 (stereo not drawn)	8%	-2%	3	1%	12	-24%	-3%	-2	4%	2
CCCn1c(C(C)NC(=O)c2ccccc2)n[nH]c1=S (stereo not drawn)	8%	0%	1	0%	-4	-4%	11%	-1	-1%	40
O=C1CCCN1c1ccc(S(=O)(=O)Oc2cccc(Cl)c2)cc1[N+](=O)[O-]	-3%	-2%	2	1%	-6	8%	2%	2	0%	-13
CCC(C)NC(=O)CSc1nc2c(sc(=S)n2-c2cc(Cl)ccc2OC)c(=O)[nH]1 (stereo not drawn)	-1%	nt	-10	-4%	24	14%	2%	8	-3%	-6
CC(OC(=O)c1cccc(-n2cnnn2)c1)C(=O)c1ccccc1 (stereo not drawn)	2%	nt	-5	-1%	-6	?	1%	nt	nt	-7
Cc1ccoc1C(=O)NCCCNC(=O)c1occc1C	33%	0%	-7	1%	-1	0%	-2%	0	-22%	53
CC(C)(C)NC(=O)Nc1ccc(Cn2cc(C(F)(F)F)ccc2=O)cc1	4%	-1%	-1	0%	10	-13%	1%	-1	8%	2
COc1ccccc1C(=O)CSc1cccc[n+]1[O-]	4%	8%	-6	-6%	-8	?	7%	3	?	29
CCNC(=S)N1CCN(CCN=CC2=C(O)CC(c3cccs3)CC2=O)CC1 (stereo not drawn)	nt	1%	-19	0%	11	-19%	2%	1	11%	11
CN(Cc1cccs1)S(=O)(=O)c1cccs1	6%	-2%	5	-17%	-2	0%	-5%	-1	12%	-9
O=C(CCC1COc2ccccc2O1)NCc1ccccc1 (stereo not drawn)	nt	-1%	-8	-1%	0	?	3%	2	0%	-9
Cc1cc(NC(=O)CSc2ncccn2)no1	-4%	1%	-19	0%	16	1%	0%[46.1 µM]	1	0%	0
CC(=O)c1ccc(OCC(O)CN2C(C)CCCC2C)cc1 (stereo not drawn)	4%	0%	2	-3%	3	-1%	3%	3	-6%	0
C=C(NS(=O)(=O)c1ccc(C)cc1)C(=O)OC	12%	nt	6	2%	-27	?	7%[46.1 µM]	nt	nt	-9
COc1ccc(C(=O)Nc2ccc3c(c2)nc(CN2CCCC2)n3C)cc1	4%	-1%	5	1%	-1	-6%	0%	-2	9%	-11
c1ccc2nc3ccccc3nc2c1	-11%	nt	-1	0%	4	8%	-5%	-1	1%	-10
O=C(Cc1ccc(Cl)c(Cl)c1)Nc1cccc(S(=O)(=O)N2CCOCC2)c1	2%	2%	0	21µM*	2	?	nt	-1	-1%	1
NNC(=O)c1sc2cc(C(F)(F)F)cnc2c1-c1cccs1	-8%	-2%	9	0%	-1	7%	0%	-1	-8%	-8
Cc1cccc(C)c1OCc1cc(C(=O)NCC2COCCO2)no1 (stereo not drawn)	-4%	-7%	-8	2%	0	-6%	1%	nt	-7%	4
CC1(C)Cc2c(sc3c2c(=O)n(-c2ccc(Cl)cc2)c(=O)n3CC(N)=O)CO1	-3%	-2%	-9	4%	14	-21%	5%	-1	-2%	11
CCCn1nnnc1-c1cccc(Cl)c1	12%	-1%	4	1%	12	-1%	nt	3	7%	13
COC(=O)Oc1ccc(/C=C/C(=O)OC(C)C)cc1OC(=O)OC	-2%	nt	1	-1%	-1	2%	3%[46.1 µM]	1	-2%	-5
O=C(NC1CC2CCC(C1)N2Cc1nnnn1Cc1ccco1)NC12CC3CC(CC(C3)C1)C2 (stereo not drawn)	-3%	-4%	13	-1%	-6	-2%	-4%	1	-8%	-15
COc1ccccc1CN1CCNC(=O)C1CC(=O)NCCC1=CCCCC1 (stereo not drawn)	1%	2%	7	-1%	-3	-4%	5%	-7	3%	24
O=C(NCC1CCCCC1)c1ccc(F)cc1Cl	-10%	-4%	5	2%	2	?	nt	0	-6%	-1
Cc1cnc(NC(=O)C2CCC(C(C)(C)C)CC2)s1 (stereo not drawn)	-1%	-6%	-8	10%	0	10%	8%	-1	15%	-37
Cc1nn(Cc2cccc(C(=O)NCC(C)C)c2)c(C)c1Br	2%	-4%	-4	-2%	-12	2%	2%[46.1 µM]	0	-3%	-19
O=C(Nc1ccccc1-c1ccccc1)c1ccc(Cl)c([N+](=O)[O-])c1	-12%	-3%	-17	-24%	-1	3%	-4%[46.1 µM]	3	-5%	-26
O=C(NCc1ccco1)c1ccc2c(c1)C(=O)N(Cc1ccccc1)C2=O	7%	2%	-11	-9%	-26	-5%	0%	7	7%	2
CCC(=NCCc1ccc(OC)c(OC)c1)C1=C(O)CC(C)(C)CC1=O	3%	0%	2	1%	-4	-7%	3%	-1	-2%	-9
C/C(=N\NC(=O)CC#N)c1cc2ccccc2oc1=O	nt	1%	1	-10%	58[activator]	?	-13%[46.1 µM]	2	10%	-9
C=CCN(CC=C)C(=O)c1cc2ccccc2c(=O)o1	-1%	nt	-4	0%	15	2%	1%[46.1 µM]	8	-5%	-4
COc1ccc(CCNC(=O)c2cc3c(=O)n4ccccc4nc3n(C3CCCCC3)c2=N)cc1OC	3%	1%	-8	0%	6	?	2%	nt	9%	-8
COc1ccccc1NC(=O)Nc1nc(CC(=O)N2CCN(c3ccccc3F)CC2)cs1	-3%	nt	-2	1%	40[activator]	?	0%	nt	nt	-10
O=C(Nc1ccc(F)cc1)c1ccc(=O)[nH]n1	-30%	-1%	8	-8%	-3	-8%	-6%	1	?	4
CCN(c1ccccc1)S(=O)(=O)c1nnc(NC(=O)c2ccccc2OC)s1	-1%	nt	-11	0%	33[activator]	-5%	-1%	2	-4%	-13
CCCn1nnnc1NC(=O)COc1ccc(Br)cc1	3%	8%	-2	-2%	-13	8%	3%	3	29%	0
O=C(CSc1ccc([N+](=O)[O-])cn1)Nc1ccc(N2CCOCC2)cc1	0%	2%	0	-16%	1	-1%	2%	-2	-1%	17
CCOc1c(Nc2ccccc2O)c(=O)c1=O	2%	0%	-1	-6%	-6	nt	-2%	0	1%	-7
OCCNc1nc(-c2cccnc2)nc2ccccc12	3%	5%	-1	3%	-11	?	-2%	0	3%	11
CCC(C)NC(=O)C1CCCN(S(=O)(=O)c2ccc3c(c2)CC(C)N3C(=O)C2CC2)C1 (stereo not drawn)	1%	nt	5	0%	20	2%	0%	0	7%	12
COc1ccc(NC(=S)N(CCO)Cc2cc3c(C)cc(C)cc3[nH]c2=O)cc1	-12%	-1%	-2	-4%	-3	?	0%	0	-13%	2
